Screening results as filed in PubChem BioAssay.
TDP1 cell CPT: growth inhibition of DT40 Tdp1-/-;hTDP1 cells with camptothecin (screen for TDP1 inhibitors); Potency, µM (top dose mostly 46.2 µM), for the others: at the highest dose activity change, negative = growth inhibition, hits mostly inhibitors; hit rate 12% among 420,000; chicken DT40 Tdp1-/-;hTDP1 cells + 20 nM CPT, ATP luminescence, 48 h; note: nearly all actives have a fitted effect of over 55% in size
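Chicken DT40 Tdp1-/- cells complemented with human TDP1, 400 cells/well, exposed to compounds plus 20 nM camptothecin for at least 48 h at 37 C; viability read as ATP content by CellTiter-Glo luminescence.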
TDP1 cell noCPT: qHTS for Inhibitors of human tyrosyl-DNA phosphodiesterase 1 (TDP1): qHTS in cells in absence of CPT; DT40 Tdp1-/- hTDP1 cells, no CPT, ATP luminescence, 48 h; hit rate 15% among 420,000; Potency, µM (top dose mostly 46.2 µM), for inactives: top-dose activity change, negative = growth inhibition, actives largely listed as inhibitors; AID 686978, 2013; note: nearly all actives have a fitted effect of over 55% in size
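No-CPT arm: Tdp1-/-;hTDP1 DT40 cells (400/well) plus compounds, incubated ≥48 hr at 37 °C. Readout CellTiter-Glo luminescence.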
TDP1 block: blocks human tyrosyl-DNA phosphodiesterase 1; Q9NUW8; recombinant TDP1, AlphaScreen DNA substrate cleavage; Potency, µM (top dose mostly 130 µM), inactives show at the top dose activity change, negative = inhibition, hits mostly inhibitors; hit rate 0.28% among 350,000; note: nearly all actives have a fitted effect of over 40% in size
Target sequence (Q9NUW8 whole entry, looked up): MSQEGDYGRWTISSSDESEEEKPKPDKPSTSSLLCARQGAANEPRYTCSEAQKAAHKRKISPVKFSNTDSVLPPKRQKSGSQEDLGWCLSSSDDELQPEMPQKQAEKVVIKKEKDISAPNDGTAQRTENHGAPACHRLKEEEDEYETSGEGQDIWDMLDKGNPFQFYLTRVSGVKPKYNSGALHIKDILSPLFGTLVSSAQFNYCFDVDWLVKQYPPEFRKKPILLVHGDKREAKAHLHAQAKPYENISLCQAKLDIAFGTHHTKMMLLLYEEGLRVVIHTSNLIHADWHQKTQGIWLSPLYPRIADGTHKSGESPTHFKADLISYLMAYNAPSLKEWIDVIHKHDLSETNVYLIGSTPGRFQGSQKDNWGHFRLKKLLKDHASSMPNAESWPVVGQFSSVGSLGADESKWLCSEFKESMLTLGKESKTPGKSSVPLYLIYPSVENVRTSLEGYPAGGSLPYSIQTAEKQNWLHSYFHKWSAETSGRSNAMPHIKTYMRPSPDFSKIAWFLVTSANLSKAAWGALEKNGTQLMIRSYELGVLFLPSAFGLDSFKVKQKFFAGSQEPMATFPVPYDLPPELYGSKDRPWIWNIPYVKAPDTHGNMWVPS
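Enzyme-compound mixtures sat 15 min at room temperature, followed by a 5 min reaction with 15 nM final substrate and 10 min with AlphaScreen beads. Recombinant human Tdp1 was used at 1 nM final.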
Starred values were filed as active, the others as inactive; ? = inconclusive; · = no result given; & = joins results of further samples. Calls come from the whole dose curve; as a rule, active = well fitted curve in the direction sought with a large enough effect; inconclusive = small, poorly fitted or top-dose-only effect, or another doubt; inactive = no such curve, though single readings can be large; an effect the other way counts as inactive or inconclusive. % is set by controls: 0 for no effect and ±100 for the full control effect; potency is the fitted concentration of half-maximal effect.

Start of the listing, in advance (2 entries):
SMILES	TDP1 cell CPT	TDP1 cell noCPT	TDP1 block
O=C(C1CCN(S(=O)(=O)c2c(Cl)cccc2Cl)CC1)N1CCCC1	-14.8%	-23.8%	2.0%
COc1ccc(C(=O)NCc2nnc(SCC(=O)Nc3ccc(C)cc3)n2-c2ccccc2)cc1	?	-23.9%	2.3%

The whole of this part (from the top)
SMILES	TDP1 cell CPT	TDP1 cell noCPT	TDP1 block
O=C(C1CCN(S(=O)(=O)c2c(Cl)cccc2Cl)CC1)N1CCCC1	-14.8%	-23.8%	2.0%
COc1ccc(C(=O)NCc2nnc(SCC(=O)Nc3ccc(C)cc3)n2-c2ccccc2)cc1	?	-23.9%	2.3%
Clc1ccc(-c2nc3c4ccccc4ccn3c2CC2CCCCC2)cc1	-23.3%	-26.9%	·
Cc1ccc(C(O)c2ncc(-c3ccccc3Cl)[nH]2)cc1 (configuration not stated)	-18.3%	?	·
Cc1ccc(N=c2oc3cc(O)ccc3cc2C(N)=O)cc1	8.2µM*	7.31µM*	5.2%
Cc1cc([N+](=O)[O-])ccc1NC(=O)Nc1ccc(F)cc1F	5.17µM*	4.61µM*	-2.6%
COc1ccc(CN2CCNC(=O)C2CC(=O)N(C)Cc2ccon2)cc1OC (configuration not stated)	-0.8%	10.8%	3.6%
COc1ccc(/C=N/Nc2nc(-c3ccc(Cl)cc3)cc(C(F)(F)F)n2)c(OC)c1	?	?	3.1%
O=C(CCS(=O)(=O)c1ccccc1)N(Cc1cccnc1)c1nc2ccc(F)cc2s1	3.26µM*	5.8µM*	0.0%
O=C(NCCOCC(F)(F)C(F)F)c1cc(F)c(F)cc1Cl	4.9%	-1.0%	-1.1%
CCOC(=O)c1cc2c(=O)n3cccc(C)c3nc2n(Cc2ccco2)c1=NC(=O)c1cccnc1	16.4µM*	?	-13.6%
CCOc1ccc(CNS(=O)(=O)c2ccc(-c3ccc(=O)[nH]n3)o2)cc1OC	1.5%	23.2%	-3.3%
N/C(=N\OC(=O)N1c2ccccc2Sc2ccccc21)c1ccc(Br)cc1	20.6µM*	?	7.9%
Cn1c(=O)c(=O)n(C)c2cc(S(=O)(=O)CCC(=O)Nc3ccccc3C(F)(F)F)ccc21	-11.7%	-4.3%	·
COc1ccc(-n2c(SCC(N)=O)nc3nc4c(cc3c2=O)COC(C)(C)C4)cc1	-3.7%	0.8%	2.0%
CCOc1ccc(-n2c(=S)sc3c(=O)[nH]c(SCC(=O)NCC4CCCO4)nc32)cc1 (configuration not stated)	-15.7%	-11.6%	2.6%
COc1ccc(Cl)cc1S(=O)(=O)N1CCCC1	-0.7%	-11.3%	-0.7%
CN(Cc1ccccc1)C(=O)C1CCN(Cc2cc3ccccc3n2Cc2ccccc2)CC1	?	?	5.4%
O=C(COC(=O)COc1ccccc1)Nc1ccc(Cl)cn1	-11.0%	10.9%	0.9%
CCOc1ccc(NC(=O)CCC(=O)Nc2cc(OC)c(NC(=O)c3ccco3)cc2OC)cc1	11.2%	-18.0%	·
CN(C)CC(=O)N1c2ccccc2CCc2ccc(NC(=O)c3ccc(N)cc3)cc21	-2.8%	-3.9%	2.3%
COc1cc2c(cc1OC)C(C)N(C(=O)c1cc3n(n1)C(C(F)(F)F)CC(c1ccco1)N3)CC2 (configuration not stated)	?	?	-7.3%
Cc1ccc(C)c2c1[nH]c1ccccc12	-19.2%	-14.5%	1.9%
CC(=O)OCc1cc(=O)n(C)c(=O)n1C	-5.8%	-3.1%	2.2%
CC(C)NC(=O)C(c1ccccc1)N1Cc2ccccc2C1=O (configuration not stated)	8.6%	17.8%	-2.5%
(cont.)
SMILES	TDP1 cell CPT	TDP1 cell noCPT	TDP1 block
O=C(Cc1cccc(NC(=O)C2CCCN(C(=O)C3CCC3)C2)c1)Nc1cccc(C(=O)N2CCCCC2)c1 (configuration not stated)	?	?	·
CC1CC(=O)C2=C(C1)Nc1ncnn1C2c1ccccc1 (configuration not stated)	9.3%	-3.2%	2.1%
Cc1ccc(C(=O)OCC(=O)NCc2cccs2)cc1S(=O)(=O)N1CCOCC1	-15.0%	1.8%	2.3%
O=C(Cc1ccccc1)Nc1ccc2c(c1)C(=O)N(CC1CCCO1)C2=O (configuration not stated)	2.3%	18.8%	0.0%
Cc1ccc(NC(=O)Cn2cnc3c(nnn3Cc3ccc(F)cc3)c2=O)cc1	?	-17.3%	3.1%
CCCCc1nnc(NC(=O)CCN2C(=O)C3CC=CCC3C2=O)s1 (configuration not stated)	-6.7%	2.5%	1.2%
CCCn1c2c(c(O)c(C(=O)Nc3ccc(OC)cc3)c1=O)CCCC2	-26.3%	-20.4%	0.0%
CCOC(=O)c1cccc(NC(=O)N2CC(CC)Oc3ccccc32)c1 (configuration not stated)	?	16.4µM*	-2.6%
Cc1cc(C)n(-c2ccc(C(=O)OCC(=O)c3c(N)n(C)c(=O)n(C)c3=O)cc2)n1	-5.6%	-15.9%	4.1%
Cc1ccc(C(=O)N2CCN(c3ccc(NC(=O)c4ccc5c(c4)OCCO5)cc3)CC2)cc1	16.4µM*	?	5.5%
CC1(C)C(=O)Nc2ccccc2N1C(=O)c1ccc([N+](=O)[O-])cc1	-0.2%	-14.1%	·
COC(=O)c1ccccc1NC(=O)c1ccc(COc2ccccc2Cl)o1	-21.6%	-23.7%	-2.1%
O=C(NCCc1ccccc1)C1CCC(CNS(=O)(=O)c2ccccc2)CC1 (configuration not stated)	-29.1%&-22.9%	14.6%&-13.8%	-1.7%&3.8%
COc1ccc(S(=O)(=O)NCC(=O)N(CC(=O)NCC2CCCO2)c2cc(C)ccc2C)cc1 (configuration not stated)	?	?	0.0%
COc1ccc(-c2onc(C)c2C)cc1S(=O)(=O)NCC1CCN(Cc2cccc(F)c2)CC1	20.6µM*	25.9µM*	-5.3%
COc1ccc(CCNC(=O)CSc2cn(CCNC(=O)c3ccc(OC)c(OC)c3)c3ccccc23)cc1OC	?	23.1µM*	1.9%
COc1ccc(C(=O)Nc2ccc(S(=O)(=O)N3CCOCC3)cc2)cc1[N+](=O)[O-]	-1.0%	6.5%	·
Cc1cc2c(cc1C)C(c1cccc(F)c1)CC(=O)N2 (configuration not stated)	?	16.4µM*	·
COc1cccc(-c2cc(C(F)(F)F)nc(-n3ccc([N+](=O)[O-])n3)n2)c1	0.0%	-23.3%	4.6%
CCOC(=O)c1cc2c(=O)n3ccccc3nc2n(Cc2ccco2)c1=NC(=O)c1ccc(F)cc1	?	?	-5.9%
COc1cccc(OC)c1OCCN1CCC(C(=O)NC(c2ccc3c(c2)OCO3)c2ccccn2)CC1 (configuration not stated)	-7.2%	-15.6%	·
Cc1cccc2c1NC(=O)C2(O)N1CCCC(C)C1 (configuration not stated)	-1.5%	1.0%	·
O=C1c2ccccc2C(c2nnnn2-c2ccc3c(c2)OCCO3)N1CCOc1ccccc1 (configuration not stated)	-19.7%	?	·
COC(=O)c1[nH]c2ccc(C)cc2c1NC(=O)C(C)N1CCN(C2CCCCC2)CC1 (configuration not stated)	-8.7%	?	5.2%
CCn1ncc(C2=NOC(C(=O)Nc3c(C)n(C)n(-c4ccccc4)c3=O)C2)c1C (configuration not stated)	-3.2%	-3.4%	-1.2%
More structures
SMILES	TDP1 cell CPT	TDP1 cell noCPT	TDP1 block
OCCC1CN(Cc2ccc(C(F)(F)F)cc2)CCN1Cc1ccccc1 (configuration not stated)	?	?	2.6%
CSC1=NCCN1C(=O)c1ccc(S(=O)(=O)N(C)C)cc1	-25.6%	-29.3%	2.0%
O=C(NNC(=O)c1ccc(Oc2cc(Cl)cc(Cl)c2)o1)c1ccccc1	?	?	-5.9%
O=C(CCCN1C(=O)c2ccccc2C1=O)NC1=NCCS1	7.2%	2.4%	1.0%
CCN(CC(=O)Nc1c(F)cccc1F)C(=O)CCc1c[nH]c2ccccc12	-2.7%	-7.6%	7.7%
O=c1[nH]c(CN2CCN(CCO)CC2)nc2ccccc12	-4.5%	-6.3%	0.2%
O=C(O)c1ccc(NC(=S)NC(=O)c2cccnc2)cc1	?	-10.5%	·
COc1ccc(-c2cc3ccccc3n2CC(O)CNCCO)cc1 (configuration not stated)	23.1µM*	14.6µM*	0.0%
CCOC(=O)C1C2C=CC3(CN(Cc4cccs4)C(=O)C13)O2 (configuration not stated)	?	20.6µM*	4.8%
CC(C)c1cccc(C(C)C)c1OC(=O)[C@H]1OC(c2ccc(Br)cc2)=C[C@@H]1c1ccc(Br)cc1	?	?	-0.4%
COC(CN(C)C(C(=O)NC1CCCCC1)c1ccccc1)OC (configuration not stated)	-0.3%	-7.8%	2.6%
CC(SCc1ccccc1)C(=O)N/N=C/c1cccs1 (configuration not stated)	-1.0%	-5.7%	5.4%
O=C(NCC(c1ccco1)N1CCc2ccccc2C1)c1cccc([N+](=O)[O-])c1 (configuration not stated)	?	?	·
COc1ccc(CNC(=O)c2cccc(N3CCCS3(=O)=O)c2)cc1OC	10.3µM*	7.31µM*	0.9%
CC(=O)c1cccc(NC(=O)Nc2ccc3c(c2)N(C)C(=O)CS3)c1	16.4µM*	16.4µM*	6.2%
Cc1nc2ccccn2c1C(=O)/C=C/c1ccc(F)cc1	?	20.6µM*	-5.9%
CC(/C=C1\SC(=O)N(CC(=O)Nc2cccc(O)c2)C1=O)=C\c1ccccc1	-0.6%	?	6.3%
O=C(Nc1cccc(C(=O)O)c1)/C(=C\C=C\c1ccccc1)NC(=O)c1ccccc1	7.4%	15.5%	-5.4%
C=CC(=C)CC(NC)c1ccccc1 (configuration not stated)	-10.1%	-10.1%	3.4%
CC(C)Sc1ncnc2[nH]ncc12	-28.7%	?	·
CCOC(=O)c1ccc(NC(=O)N2CCN(S(C)(=O)=O)CC2)cc1	-0.7%	0.6%	1.1%
O=C(COC(=O)c1cc([N+](=O)[O-])ccc1NCc1ccccc1Cl)NCC(F)(F)F	5.9%	-25.2%	2.7%
Cc1cccc(C)c1NC(=O)C(C)Sc1nnc(C)n1CC1CCCO1 (configuration not stated)	-21.2%	-6.4%	-0.2%
COc1ccc(C(=O)NCc2ccccc2)cc1S(=O)(=O)N1CCCc2ccccc21	15.8µM*	?	9.8%
O=C(O)c1nn(-c2ccccc2C(F)(F)F)cc1O	-28.9%	-4.6%	1.9%

Record cards, as listed above:
Results for `COc1ccc(-c2onc(C)c2C)cc1S(=O)(=O)NCC1CCN(Cc2cccc(F)c2)CC1` → TDP1 cell CPT = 20.6µM*; TDP1 cell noCPT = 25.9µM*; TDP1 block = -5.3%
Results for `COc1ccc(C(=O)NCc2ccccc2)cc1S(=O)(=O)N1CCCc2ccccc21` → TDP1 cell CPT = 15.8µM*; TDP1 cell noCPT = ?; TDP1 block = 9.8%
Results for `O=C(NCCc1ccccc1)C1CCC(CNS(=O)(=O)c2ccccc2)CC1` (configuration not stated) → TDP1 cell CPT = -29.1%&-22.9%; TDP1 cell noCPT = 14.6%&-13.8%; TDP1 block = -1.7%&3.8%

(further entries)
SMILES	TDP1 cell CPT	TDP1 cell noCPT	TDP1 block
CC(C)c1ccc(-c2nn[nH]n2)cc1	-16.0%	?	0.0%
Cc1ccccc1CCN(CC(=O)NC1CCCCC1)C(=O)c1csnn1	-1.3%	-27.2%	1.2%
C=C(C)CSc1nc2ncc(Cl)cc2[nH]1	-9.0%	-1.4%	-14.1%
S=C(Nc1ccccc1)Nc1ccc(Cl)cc1Cl	18.4µM*	?	-2.6%
CC(C)Cc1n[nH]c(=O)c2c1nnn2Cc1ccccc1F	21.1%	-6.6%	·
Cc1nn(CCCC(=O)NCc2ccc(Cl)cc2)c(C)c1[N+](=O)[O-]	?	-18.9%	2.3%
CCc1nc2c(OCc3ccc(S(C)(=O)=O)cc3)cccn2c1N(C)C(=O)c1ccccc1F	-29.2%	-2.3%	·
COc1ccc(OC)c(C(=O)c2ccccn2)c1	4.0%	-5.0%	·
COCCCNC(=O)c1ccccc1-c1cc(C)no1	0.9%	6.7%	6.2%
COc1ccccc1N(Cc1ccccc1)S(=O)(=O)c1cccc(C(=O)NCC2CCCO2)c1 (configuration not stated)	?	?	0.1%
Cn1c(N)c(C(=O)COC(=O)/C=C/c2ccc(OC(F)F)cc2)c(=O)n(C)c1=O	?	?	2.3%
COc1ccc(N(CC(=O)N2CCN(c3cccc(OC)c3)CC2)S(=O)(=O)c2c(C)noc2C)cc1	?	?	-9.3%
COC(=O)CC1(c2cccc3ccccc23)C(=O)c2ccccc2C1=O	?	?	5.9%
Cc1ccnc(NS(=O)(=O)c2ccc(NC(=O)CSc3nc(-c4ccccc4)cc(=O)[nH]3)cc2)n1	-11.0%	1.6%	-7.9%
Cc1cc(O)c(C(c2ccccc2)N2CCN(c3ccccc3F)CC2)c(=O)n1Cc1ccco1 (configuration not stated)	-9.5%	1.8%	2.7%
COCc1c(C(=O)OCC(=O)NCCN2C(=O)CSC2=O)oc2ccccc12	-19.1%	-13.6%	5.4%

Rows are unselected; 18% or so of the library scored in one or more.
